From PubChem BioAssay
TCR activator – activators of T cell receptors; Potency, µM (titrated, usually from 9.22 µM), for inactives: at the top dose activation of IL-2 secretion, actives largely listed as activators; AID 504894; primary human leukocytes, anti-CD3, IL-2 HTRF, 48 h; 330,000 tested, under 10 active; further: % of control where 0% means no effect
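1) Mix primary human leukocytes, a-CD3 beads and compound. 2) Incubate 48 hr. 3) Add HTRF IL-2 reagents (a-IL-2-K, a-IL-2-d2).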
ELG1 DNA repair – blocks ELG1-dependent DNA repair in HEK293T cells; HEK293T ELG1-luciferase reporter, luminescence, 16 h; DNA damage induced by 5-fluorouridine; Potency, µM (series often up to 46.1 µM), inactives show top-dose activity change, negative = inhibition, most hits filed as inhibitors; 2.3% of 330,000 active; further: potency means the concentration at half of the fitted maximal effect; on the % scale 0 is the no-effect control and ±100 the full control effect; nearly all actives have a fitted effect of over 55% in size
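In this reporter screen, reduction of luminescence relative to DMSO vehicle indicated activity. Compounds and 5-fluorouridine were added together to 2,000 cells per well, incubated for 16 hr at 37 °C, then developed with ONE-Glo.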
p53 reactivator – restores transcriptional activity of mutant p53 | H1299 p53-A138V BP100-luciferase reporter, luminescence, 24 h | 0.063% of 320,000 active | Potency, µM (top dose mostly 92.2 µM), without a hit: at the top dose activity change, positive = activation, actives largely listed as activators; further: potency means the concentration at half of the fitted maximal effect; % of control where 0% means no effect; nearly all actives have a fitted effect of over 45% in size
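H1299 (p53-null), stable ts p53-A138V + BP100-Luc; 1000 cells/well, Opti-MEM/10% FBS; cpd 4 pt, 1:5; 24 h, 37 deg C, 5% CO2; detection reagent 10 min RT; luminescence.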
PTAP TSG101 blk – blocks PTAP/TSG101 interaction to inhibit HIV-1 budding | Q99816 | Fluorescence polarization, FITC-PTAP peptide / Tsg101 binding | Potency, µM (titrated, usually from 115 µM), without a hit: top-dose activity change, negative = inhibition, most hits filed as inhibitors | 340,000 tested, under 10 active | AID 493005; active means well fitted inhibition curve with a large enough effect in the main read-out, with a control signal flat, not every such curve was filed as active; inconclusive means small, poorly fitted or top-dose-only effect, or effect the other way, or a change in a side signal; inactive means no such curve, though single readings can be large or run the other way; further: potency means the concentration at half of the fitted maximal effect; % of control where 0% means no effect
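Compounds were pin-transferred onto Tsg101 binding domain (10 uM final) in HEPES pH 7.5 buffer, then FITC-PTAP peptide was added at 50 nM final. After 20 min at RT, polarization reported peptide displacement across a qHTS concentration series.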
TRPV1 ag – activates the human vanilloid receptor TRPV1 | Q8NER1 | TRPV1-expressing cells, Fluo-8 calcium influx, agonist mode | activation, % at 8.33 µM | 0.19% of 320,000 active | AID 540275; in the data active means activation above about 80%; inconclusive means between about 30% and that limit; further: 0% is about no effect
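Cells expressing TRPV1 were dye-loaded with Fluo-8 and read kinetically: 10 s baseline, 3 min after compound (agonist portion), then 2 min after EC20 capsaicin (allosteric enhancer portion). Calcium-bound dye fluorescence at 480/520 nm.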
A-T KAP1 phos – potential ataxia-telangiectasia treatment. […] A-T fibroblasts, KAP-1 phosphorylation AlphaLISA; neocarzinostatin DNA damage 30 min before lysis. Potency, µM (top dose mostly 57.5 µM), without a hit: top-dose activation, actives largely listed as activators. 0.19% of 320,000 active. AID 485349; further: potency means the concentration at half of the fitted maximal effect; % of control where 0% means no effect; nearly all actives have a fitted effect of over 45% in size
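hTERT-immortalized A-T patient fibroblasts ([…]), 500 cells/well in OPTI-MEM, 1% FBS, got compounds for 60 min, then NCS for 30 min at 37C. Lysates were then assayed for phospho-KAP-1 by AlphaLISA (anti-pKAP1 donor, anti-KAP1 acceptor beads), 6 hr at 25C.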
MLL CXXC-DNA inh – blocks binding of human MLL CXXC domain to DNA | Q03164 | MLL-CXXC / FITC-HOXA9 DNA fluorescence polarization | Potency, µM (top dose mostly 115 µM), inactives show at the highest dose activity change, negative = inhibition, actives largely listed as inhibitors | 0.037% of 290,000 active | AID 2662; active means well fitted inhibition curve with a large enough effect in the polarisation, with a control signal flat, not every such curve was filed as active; inconclusive means small, poorly fitted or top-dose-only effect, or effect the other way, or a change in a side signal; inactive means no such curve, though single readings can be large or run the other way; the % refers to the polarisation; further: potency means the concentration at half of the fitted maximal effect
Target sequence (Q03164 whole entry, looked up, the tested form may be a part): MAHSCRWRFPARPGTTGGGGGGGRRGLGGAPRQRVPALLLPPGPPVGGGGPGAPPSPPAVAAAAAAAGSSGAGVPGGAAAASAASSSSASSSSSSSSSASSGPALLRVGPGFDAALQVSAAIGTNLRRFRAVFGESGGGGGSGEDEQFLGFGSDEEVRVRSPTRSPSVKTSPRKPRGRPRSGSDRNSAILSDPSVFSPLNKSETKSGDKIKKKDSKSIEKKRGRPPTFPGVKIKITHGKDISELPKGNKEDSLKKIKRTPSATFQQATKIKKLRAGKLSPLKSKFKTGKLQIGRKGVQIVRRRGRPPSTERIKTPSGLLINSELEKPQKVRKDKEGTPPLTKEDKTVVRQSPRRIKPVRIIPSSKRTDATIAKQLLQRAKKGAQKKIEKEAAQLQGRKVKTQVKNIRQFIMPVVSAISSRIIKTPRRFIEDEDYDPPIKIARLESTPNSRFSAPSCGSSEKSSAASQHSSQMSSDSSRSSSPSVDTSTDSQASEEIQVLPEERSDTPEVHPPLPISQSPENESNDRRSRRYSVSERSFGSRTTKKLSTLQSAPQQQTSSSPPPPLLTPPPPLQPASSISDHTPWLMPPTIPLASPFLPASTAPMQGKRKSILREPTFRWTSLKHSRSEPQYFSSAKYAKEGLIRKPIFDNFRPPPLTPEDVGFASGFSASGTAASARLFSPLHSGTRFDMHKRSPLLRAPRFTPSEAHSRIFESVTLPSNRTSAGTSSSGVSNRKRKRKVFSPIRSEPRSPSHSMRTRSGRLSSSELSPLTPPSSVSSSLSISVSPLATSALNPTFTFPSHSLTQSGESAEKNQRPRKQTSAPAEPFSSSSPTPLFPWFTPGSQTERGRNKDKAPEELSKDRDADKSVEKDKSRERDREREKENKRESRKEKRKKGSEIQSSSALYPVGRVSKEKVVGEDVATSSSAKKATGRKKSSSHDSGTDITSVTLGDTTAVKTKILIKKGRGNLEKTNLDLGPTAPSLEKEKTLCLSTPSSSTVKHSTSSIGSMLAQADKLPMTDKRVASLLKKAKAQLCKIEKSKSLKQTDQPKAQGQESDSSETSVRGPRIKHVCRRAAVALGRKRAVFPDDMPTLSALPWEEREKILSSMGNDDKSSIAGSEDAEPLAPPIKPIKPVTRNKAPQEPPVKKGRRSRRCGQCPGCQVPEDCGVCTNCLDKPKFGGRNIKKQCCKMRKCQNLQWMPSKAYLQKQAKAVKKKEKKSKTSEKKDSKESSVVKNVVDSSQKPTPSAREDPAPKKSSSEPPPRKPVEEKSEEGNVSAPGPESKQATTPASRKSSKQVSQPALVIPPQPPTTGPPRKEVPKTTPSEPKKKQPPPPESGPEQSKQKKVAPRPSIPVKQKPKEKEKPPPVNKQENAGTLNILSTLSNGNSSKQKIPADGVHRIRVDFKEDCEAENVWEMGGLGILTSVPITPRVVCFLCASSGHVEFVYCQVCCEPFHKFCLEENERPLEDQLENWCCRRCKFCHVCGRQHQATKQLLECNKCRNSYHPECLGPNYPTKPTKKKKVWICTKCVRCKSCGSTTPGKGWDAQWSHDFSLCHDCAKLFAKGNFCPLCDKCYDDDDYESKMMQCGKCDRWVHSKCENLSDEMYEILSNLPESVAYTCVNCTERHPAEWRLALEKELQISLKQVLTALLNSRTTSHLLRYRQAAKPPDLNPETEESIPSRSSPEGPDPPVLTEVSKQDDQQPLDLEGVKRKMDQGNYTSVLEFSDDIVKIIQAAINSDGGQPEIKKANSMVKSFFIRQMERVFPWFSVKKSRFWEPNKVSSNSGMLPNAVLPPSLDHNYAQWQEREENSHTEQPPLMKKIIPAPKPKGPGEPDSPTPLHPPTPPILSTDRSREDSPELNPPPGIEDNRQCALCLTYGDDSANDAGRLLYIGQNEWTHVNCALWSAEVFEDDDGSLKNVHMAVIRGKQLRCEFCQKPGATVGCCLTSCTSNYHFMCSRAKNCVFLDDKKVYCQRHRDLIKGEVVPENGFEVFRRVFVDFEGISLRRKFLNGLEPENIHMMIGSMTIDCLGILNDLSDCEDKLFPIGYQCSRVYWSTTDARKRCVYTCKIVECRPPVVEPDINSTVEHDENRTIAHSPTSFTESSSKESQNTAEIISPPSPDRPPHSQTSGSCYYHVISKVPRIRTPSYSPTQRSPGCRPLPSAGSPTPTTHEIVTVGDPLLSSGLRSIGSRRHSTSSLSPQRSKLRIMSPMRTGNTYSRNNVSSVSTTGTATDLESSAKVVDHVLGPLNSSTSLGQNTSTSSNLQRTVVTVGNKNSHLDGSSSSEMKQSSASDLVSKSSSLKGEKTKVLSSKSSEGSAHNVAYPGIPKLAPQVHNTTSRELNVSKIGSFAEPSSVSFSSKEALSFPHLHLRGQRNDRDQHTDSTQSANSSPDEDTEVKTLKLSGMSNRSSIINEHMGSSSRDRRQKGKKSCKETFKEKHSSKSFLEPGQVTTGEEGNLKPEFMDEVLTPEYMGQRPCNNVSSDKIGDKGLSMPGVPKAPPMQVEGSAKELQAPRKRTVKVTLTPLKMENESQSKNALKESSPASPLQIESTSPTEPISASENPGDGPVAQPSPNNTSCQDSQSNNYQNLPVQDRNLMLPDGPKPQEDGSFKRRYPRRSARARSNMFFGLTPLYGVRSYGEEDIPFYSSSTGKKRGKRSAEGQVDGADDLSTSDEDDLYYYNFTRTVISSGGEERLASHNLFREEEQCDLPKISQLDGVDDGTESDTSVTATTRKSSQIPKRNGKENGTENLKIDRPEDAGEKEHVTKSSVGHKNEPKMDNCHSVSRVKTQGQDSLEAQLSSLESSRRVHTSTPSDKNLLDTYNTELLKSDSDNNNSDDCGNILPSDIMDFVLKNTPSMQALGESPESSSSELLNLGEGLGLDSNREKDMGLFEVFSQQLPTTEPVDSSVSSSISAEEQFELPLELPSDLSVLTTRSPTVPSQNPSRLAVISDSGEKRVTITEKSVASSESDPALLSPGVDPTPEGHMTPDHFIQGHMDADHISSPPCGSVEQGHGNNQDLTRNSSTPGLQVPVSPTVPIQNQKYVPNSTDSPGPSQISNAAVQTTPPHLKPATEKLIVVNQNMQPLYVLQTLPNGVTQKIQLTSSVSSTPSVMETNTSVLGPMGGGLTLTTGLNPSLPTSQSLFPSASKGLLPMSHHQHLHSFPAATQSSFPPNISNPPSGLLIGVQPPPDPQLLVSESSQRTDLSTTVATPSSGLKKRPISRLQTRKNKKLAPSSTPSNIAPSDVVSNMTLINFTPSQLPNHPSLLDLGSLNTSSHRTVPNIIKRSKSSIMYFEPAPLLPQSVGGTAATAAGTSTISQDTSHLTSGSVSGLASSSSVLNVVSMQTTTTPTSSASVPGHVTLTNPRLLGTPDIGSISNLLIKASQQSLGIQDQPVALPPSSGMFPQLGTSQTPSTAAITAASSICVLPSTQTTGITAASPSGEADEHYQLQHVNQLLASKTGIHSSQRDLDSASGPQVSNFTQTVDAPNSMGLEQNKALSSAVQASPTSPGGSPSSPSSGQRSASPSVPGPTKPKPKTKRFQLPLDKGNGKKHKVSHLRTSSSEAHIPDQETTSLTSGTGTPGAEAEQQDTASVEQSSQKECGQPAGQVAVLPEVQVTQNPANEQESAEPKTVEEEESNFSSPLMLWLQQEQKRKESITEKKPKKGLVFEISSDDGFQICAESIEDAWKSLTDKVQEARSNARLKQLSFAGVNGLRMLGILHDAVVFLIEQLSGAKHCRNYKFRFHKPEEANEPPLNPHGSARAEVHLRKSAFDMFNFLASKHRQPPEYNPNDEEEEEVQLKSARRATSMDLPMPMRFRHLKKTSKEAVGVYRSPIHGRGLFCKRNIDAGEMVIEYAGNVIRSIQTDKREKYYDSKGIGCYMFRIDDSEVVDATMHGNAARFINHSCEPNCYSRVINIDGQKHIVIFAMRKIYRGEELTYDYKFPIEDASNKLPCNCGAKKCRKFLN
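Purified MLL-CXXC (added from a 7 uM solution) was preincubated 5 min at ambient with pinned compounds in 50 mM Tris-HCl pH 7.5, 50 mM NaCl, 1 mM DTT, 0.05% BSA. Fluorescein-labeled HOX-A9 DNA (50 nM solution) followed, 30 min, then polarization read.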
a7 integrin act – integrin-mediated muscular dystrophy alleviation activation; AID 624291; Potency, µM (series often up to 38.3 µM), inactives show top-dose activation, most hits filed as activators; alpha7betagal myoblasts, beta-gal FDG fluorescence, 48 h; 0.064% of 350,000 active;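 further: potency means the concentration at half of the fitted maximal effect; 100% = response of the positive control SU9516; nearly all actives have a fitted effect of over 60% in size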
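alpha7betagal+/- myoblasts (passage 13, 250/well) treated 48 h at 37C with compounds at 1:260 dilution of DMSO stock. Lysed, then beta-galactosidase activity read as FDG fluorescence (ex 480/em 540) after 30 min, with pre-read for autofluorescence.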
B2AR arrestin – beta2AR (human) beta-arrestin recruitment activity. P07550. 0.02% of 330,000 active. beta-arrestin recruitment to beta2AR, cell-based reporter. Potency, µM (titrated, usually from 46.1 µM), for the others: at the highest dose activation, hits mostly activators;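 further: potency means the concentration at half of the fitted maximal effect; 0% = DMSO controls and full agonism = EC100 isoproterenol or metaproterenol; nearly all actives have a fitted effect of over 65% in size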
BRCA1 expr act – increases BRCA1 expression | MCF7-BRCA1-FFLuc reporter, luminescence, 48 h; response scale: scaled: vehicle 0%, 10 µM genistein 100% | 1.1% of 380,000 active | AID 624202 | Potency, µM (highest dose often 46.1 µM), without a hit: at the highest dose activation, actives largely listed as activators; further: potency means the concentration at half of the fitted maximal effect; nearly all actives have a fitted effect of over 80% in size; some results filed as inactive show a strong effect at the top dose
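Reporter cells (MCF7, BRCA1 promoter-firefly luciferase) received library compounds across a concentration series for 48 h. End-point luminescence was measured and concentration-effect curves derived after normalization.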
* hit, by the source's call; ? = inconclusive; . = no result given; & = joins results of further samples; [ ] = dose if it differs, or a comment. Unless noted, the call rests on the fitted dose curve; in most records, active means well fitted curve in the direction sought with a large enough effect; inconclusive means small, poorly fitted or top-dose-only effect, or another doubt; inactive means no such curve, though single readings can be large; an effect the other way counts as inactive or inconclusive.

1. Cc1c(/C=C/C(=O)c2ccccc2)cnn1C
2. CCC1(c2ccc(F)cc2)NC(=O)N(CC(=O)NCc2ccccc2Cl)C1=O (stereo not given)
3. COc1ccc(/C=C/C(=O)NC(=S)NNC(=O)c2cccs2)cc1OC
4. COc1ccc(NC(C)=O)cc1S(=O)(=O)NC(Cc1ccccc1)C(=O)NC(C)c1ccccn1 (stereo not given)
5. CC1CCCN(c2oc(-c3cccc4ccccc34)nc2C#N)C1 (stereo not given)

entry no.,1,2,3,4,5
TCR activator,-1%,-9%,8%,-1%,.
ELG1 DNA repair,?,-3%,?,.,?
p53 reactivator,?,-1%,4%,.,3%
PTAP TSG101 blk,-1%,-3%,-5%,-1%,1%
TRPV1 ag,-1,9,2,.,13
A-T KAP1 phos,-7%,-13%,32%,.,4%
MLL CXXC-DNA inh,18%,7%,-25%,.,-4%
a7 integrin act,-5%,-38%,-10%,-3%,-8%[7.66 µM]
B2AR arrestin,-0.4%,0.5%,0.2%,.,-0.8%
BRCA1 expr act,?,-13%,-35%,-26%,22%

The final four entries of the section before open the next one:
2. CCC1(c2ccc(F)cc2)NC(=O)N(CC(=O)NCc2ccccc2Cl)C1=O (stereo not given)
3. COc1ccc(/C=C/C(=O)NC(=S)NNC(=O)c2cccs2)cc1OC
4. COc1ccc(NC(C)=O)cc1S(=O)(=O)NC(Cc1ccccc1)C(=O)NC(C)c1ccccn1 (stereo not given)
5. CC1CCCN(c2oc(-c3cccc4ccccc34)nc2C#N)C1 (stereo not given)
6. COc1cccc(C(=O)Oc2cccc(N3C(=O)C4C5CC(C(Br)C5Br)C4C3=O)c2)c1 (stereo not given)
7. COc1ccc(O)c(/C=c2/sc3nc4cc(C)c(C)cc4n3c2=O)c1
8. CN1CCc2c(sc3c2C(=O)NC(/C=C\c2ccccc2)N3)C1 (stereo not given)
9. CCC(=O)NC(C)c1cc(Cl)c2cccnc2c1O (stereo not given)
10. O=C(NCc1ccco1)c1cc(-c2ccccc2)on1

entry no.,2,3,4,5,6,7,8,9,10
TCR activator,-9%,8%,-1%,.,4%,-1%,-3%,12%,-2%
ELG1 DNA repair,-3%,?,.,?,.,?,8%,?,?
p53 reactivator,-1%,4%,.,3%,.,25%,11%,13%,?
PTAP TSG101 blk,-3%,-5%,-1%,1%,0%,-5%,-8%,.,-5%
TRPV1 ag,9,2,.,13,1,25,1,4,7
A-T KAP1 phos,-13%,32%,.,4%,.,1%,0%,-1%&10%,-3%
MLL CXXC-DNA inh,7%,-25%,.,-4%,-9%,22%,?,.,1%
a7 integrin act,-38%,-10%,-3%,-8%[7.66 µM],13%,-13%,-32%,.,7%
B2AR arrestin,0.5%,0.2%,.,-0.8%,.,2.9%,-0.6%,?,-0.1%
BRCA1 expr act,-13%,-35%,-26%,22%,1%[1.84 µM],-29%,4%,-51%,?

11. O=C1CCCC1C(=O)Nc1ccc2ccccc2c1 (stereo not given)
12. Cc1cc(S(=O)(=O)N2CCC(NC(=O)C34CC5CC(CC(C5)C3)C4)CC2)ccc1-n1cnnn1
13. Cc1ccc2nc(NC(=O)CNS(=O)(=O)c3ccc(Br)s3)sc2c1
14. Cc1ccc(C)c(NC(=S)N(Cc2cccc(Br)c2)CC2CCC(C(=O)O)CC2)c1 (stereo not given)
15. CCN(CC(=O)Nc1c(F)cccc1F)C(=O)c1nc2nc(C)cc(C)n2n1

entry no.,11,12,13,14,15
TCR activator,-1%,-6%,2%,0%,1%
ELG1 DNA repair,?,-27%,5%,0%,12%
p53 reactivator,10%,-3%,?,-5%,0%
PTAP TSG101 blk,-4%,-7%,0%,-7%,2%
TRPV1 ag,17,81*,14,-1,-4
A-T KAP1 phos,-9%,3%,1%,1%,7%
MLL CXXC-DNA inh,12%,-2%,3%,-13%,.
a7 integrin act,-6%,-15%,23%,?,14%
B2AR arrestin,0.1%,0.1%,-0.1%,-0.1%,-0.4%
BRCA1 expr act,74%,-10%,13%,4%,1%

16. CC(C)=C1C2CCC1C(C(=O)Nc1cc(C)cc(C)c1)C2C(=O)O (stereo not given)
17. Cn1cccc1/C=N/NC(=O)Cc1cccc2ccccc12
18. COCC(C)NC(=O)c1ccccc1[N+](=O)[O-] (stereo not given)
19. N#Cc1cccc(Nc2c3c(nc4ccccc24)CCCC3)c1
20. COc1ccc(N/N=C(/C)c2cnnc(-c3ccccc3)n2)cc1

entry no.,16,17,18,19,20
TCR activator,3%,-6%,0%[46.1 µM],-5%,2%[46.1 µM]
ELG1 DNA repair,-1%,13µM*,19%,?,14%
p53 reactivator,10%,2%,24%,-1%,4%
PTAP TSG101 blk,-2%,0%,1%,-2%,17%
TRPV1 ag,1,6,-1,?,-1
A-T KAP1 phos,1%,-3%,2%,-2%,-13%
MLL CXXC-DNA inh,0%,2%,1%,10%,21%
a7 integrin act,5%,-7%,13%,?,14%
B2AR arrestin,-0.5%,0.0%,-1.0%,0.8%,-0.3%
BRCA1 expr act,0%,-54%,-16%,-53%,-13%

21. Clc1ccc(-c2ccc(/C=N/Nc3cc(N4CCOCC4)nc(N4CCOCC4)n3)o2)cc1
22. Cc1ccccc1N(CC(=O)NCc1ccc2c(c1)OCO2)C(=O)C1CSC(=O)C1 (stereo not given)
23. O=C(CCS(=O)(=O)c1ccccc1Cl)Nc1ccc(S(=O)(=O)Nc2ncccn2)cc1
24. Cn1c(=O)c2c(ncn2CC(=O)N2CCN(S(=O)(=O)c3ccccc3)CC2)n(C)c1=O
25. COc1ccc(/C=C/C(=O)NC(=S)NNC(=O)[C@H]2C[C@@H]2c2ccccc2)cc1OC

entry no.,21,22,23,24,25
TCR activator,5%[46.1 µM],-4%,-8%,0%,2%
ELG1 DNA repair,5.8µM*,-1%,-8%,-5%,?
p53 reactivator,-20%,-5%,0%,-7%,-1%
PTAP TSG101 blk,-3%,-2%,-2%,.,3%
TRPV1 ag,-1,0,.,2,3
A-T KAP1 phos,5%,1%,0%,-3%,-8%
MLL CXXC-DNA inh,5%,1%,13%,?,18%
a7 integrin act,-40%[inhibitor],45%,7%,4%,1%
B2AR arrestin,-0.6%,0.6%,-0.6%,0.3%,0.3%
BRCA1 expr act,-74%[inhibitor],-17%,21%,-20%,0%

26. CN(C(=O)COC(=O)CCCc1c[nH]c2ccccc12)c1c(N)n(Cc2ccccc2)c(=O)[nH]c1=O
27. O=C(O)CNC(=O)CC1S/C(=N/N=C2/NC(=O)CS2)NC1=O (stereo not given)
28. CC(=O)c1ccc(NC(=O)C2C3CCC(C3)C2C(=O)O)cc1 (stereo not given)
29. CC1CCN(S(=O)(=O)c2ccc(NC(=O)CN3CCN(c4ccccc4)CC3)cc2)CC1
30. CC(=O)c1c(C)[nH]c(C(=O)Nc2ccc(S(=O)(=O)N(C)C)cc2)c1C

entry no.,26,27,28,29,30
TCR activator,6%,-2%,1%,.,1%
ELG1 DNA repair,-6%,-2%,2%,-25%,?
p53 reactivator,-2%,-2%,15%,-11%,-4%
PTAP TSG101 blk,-4%,4%,0%,-2%,-3%
TRPV1 ag,0,0,2,-1,24
A-T KAP1 phos,2%,1%,2%,5%,-9%
MLL CXXC-DNA inh,.,?,8%,10%,-7%
a7 integrin act,-1%,5%,0%,-16%,0%
B2AR arrestin,-0.2%,0.6%,0.0%,-0.1%,0.0%
BRCA1 expr act,-27%,-12%,19%,-66%,-17%

31. CCCCn1c(=O)[nH]c(=O)c2c1nc(-c1ccccn1)n2CC
32. COc1ccc(-c2cc3c(=O)n(CC(=O)NCc4ccccc4OC)ncn3n2)cc1
33. COCCCN(CC(=O)Nc1ccc(N2CCOCC2)cc1)S(=O)(=O)c1ccccc1
34. CC(=O)c1ccccc1OC(=O)c1ccc([N+](=O)[O-])o1
35. Cc1nc(SCC(O)CO)c([N+](=O)[O-])[nH]1 (stereo not given)
36. Cn1nc(C(C)(C)C)cc1C(=O)NNC(=O)c1ccccc1Cl
37. CCN1C(=O)c2cccc3c(S(=O)(=O)N(C(C)=O)c4ccc(OC(C)=O)cc4)ccc1c23
38. Cc1ccc(NC(=O)c2ccco2)c(NC(=O)COc2ccccc2)c1

entry no.,31,32,33,34,35,36,37,38
TCR activator,-5%,-2%,.,1%,-9%,-4%,2%,-16%
ELG1 DNA repair,-2%,?,1%,8%,-2%,?,?,-5%
p53 reactivator,?,.,3%,12%,-1%,-4%,-7%,-7%
PTAP TSG101 blk,-4%,-2%,-1%,-7%,-1%,0%,-7%,-6%
TRPV1 ag,25,-1,0,3,-1,.,.,2
A-T KAP1 phos,3%,0%,-3%,5%,2%,0%,2%,2%
MLL CXXC-DNA inh,2%,.,15%,6%,0%,-3%,.,2%
a7 integrin act,7%,-3%,-34%,-16%,-18%,-29%,39%,9%
B2AR arrestin,-0.4%,-0.3%,0.1%,-0.2%,-0.2%,0.2%,-0.8%,-0.2%
BRCA1 expr act,-23%,18%,-16%,3%,47%,-10%,-74%,-53%

Compounds were not picked by outcome; 3.8% or so of the library scored in one or more.
